Source: PubChem BioAssay
MrgX1 allo act – human MrgX1 positive allosteric modulation, primary screen; 310,000 compounds, 0.63% hits; MrgX1-HEK293, Fluo-4 calcium flux, FDSS; stronger effect = higher value; Q96LB2; B-score at 10 µM;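 active means plate-corrected calcium response at least 3 library SD above typical, normal starting fluorescence, not activating the receptor alone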;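 further: compound read alongside a low EC10 to EC30 dose of BAM8-22 agonist; peak minus trough fluorescence over baseline measured at the second addition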
Platelet DG rel – modulates dense granule release in human platelets; human platelet-rich plasma, SFLLRN dense granule ATP release, luminescence; inhibition, %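 (compounds screened at 7.5 µM in platelet-rich plasma)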; 300,000 compounds, 0.22% hits; AID 1663;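 active means mean replicate score, as percent of positive control, at or above 50; inconclusive means mean below 50 but at least one replicate at or above 50; inactive means mean and every replicate below 50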
TRPC6 inh – inhibitors of mouse TRPC6 channel; Q61143; HEK293-TRPC6, membrane potential dye, ACh-evoked depolarization; stronger effect = lower value; B-score at 10 µM; 310,000 compounds, 1.1% hits; AID 2553;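 active means B-score under library mean minus 3 SD, initial fluorescence not abnormally high, positive integrated signal ratio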;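 further: B-score derived from integrated fluorescence ratio over the kinetic read; more negative B-score means stronger inhibition of depolarization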
Target sequence (Q61143 whole entry, looked up): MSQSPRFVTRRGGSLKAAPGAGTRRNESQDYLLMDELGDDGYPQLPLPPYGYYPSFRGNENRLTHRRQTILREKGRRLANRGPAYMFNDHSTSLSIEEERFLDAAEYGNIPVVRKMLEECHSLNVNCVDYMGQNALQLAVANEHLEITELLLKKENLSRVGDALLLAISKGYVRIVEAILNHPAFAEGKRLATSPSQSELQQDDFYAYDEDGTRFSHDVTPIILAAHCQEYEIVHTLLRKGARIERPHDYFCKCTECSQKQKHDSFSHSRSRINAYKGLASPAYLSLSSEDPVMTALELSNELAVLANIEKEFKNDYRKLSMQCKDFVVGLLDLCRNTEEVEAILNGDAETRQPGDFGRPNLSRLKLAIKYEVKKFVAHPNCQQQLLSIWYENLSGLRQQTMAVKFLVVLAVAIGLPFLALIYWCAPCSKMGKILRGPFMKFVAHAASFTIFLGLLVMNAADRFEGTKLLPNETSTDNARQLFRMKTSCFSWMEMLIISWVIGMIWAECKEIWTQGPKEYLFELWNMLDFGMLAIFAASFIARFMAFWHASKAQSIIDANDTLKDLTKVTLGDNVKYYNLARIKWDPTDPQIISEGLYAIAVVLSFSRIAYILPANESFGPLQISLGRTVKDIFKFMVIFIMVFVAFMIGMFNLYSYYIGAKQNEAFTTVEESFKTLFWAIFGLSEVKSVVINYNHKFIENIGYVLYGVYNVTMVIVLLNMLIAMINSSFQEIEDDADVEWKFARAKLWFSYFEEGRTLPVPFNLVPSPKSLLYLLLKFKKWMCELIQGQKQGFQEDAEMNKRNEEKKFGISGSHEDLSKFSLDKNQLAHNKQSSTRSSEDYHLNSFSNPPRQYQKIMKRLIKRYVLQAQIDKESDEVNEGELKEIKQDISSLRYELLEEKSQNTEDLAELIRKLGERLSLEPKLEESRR
MrgX1 ag – activates human MrgX1 receptor signaling; MrgX1-HEK293 cells, Fluo-4 calcium fluorescence, agonist mode; stronger effect = higher value; B-score at 10 µM; 310,000 compounds, 0.44% hits;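 active means calcium response B-score plate-corrected fluorescence ratio at least 3 library SD, with starting fluorescence B-score inside 5 SD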
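System: HEK293 cells stably expressing human MrgX1 receptor; Dosing: test compound in the initial addition of three; Schedule: overnight plating, then 30 min 37 °C plus 30 min room-temperature dye loading; Detection: kinetic calcium dye fluorescence, Fluo-4 NW; Controls: per-plate positive and negative controls for Z′ factor.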
SKKanGAS inh – SKKanGAS growth inhibition; 300,000 compounds, 1.3% hits; S. pyogenes SKKanGAS, kanamycin growth, BacTiter-Glo, 6 h; inhibition, % at 7.5 µM;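 active means mean replicate score, as percent of positive control median, at least 50; inconclusive means mean below 50 but one replicate at or above 50; inactive means mean and every replicate below 50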;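 further: strain carries kanamycin resistance gene driven by streptokinase promoter and grows in 40 µg/ml kanamycin; loss of luminescence reflects streptokinase promoter inhibition or plain growth inhibition; 0% = median of DMSO wells and 100% = positive control at its reference dose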
TRPC6 act – mouse TRPC6 channel activation; AID 2550; HEK293-TRPC6 membrane potential dye fluorescence; stronger effect = higher value; B-score at 10 µM; 310,000 compounds, 0.13% hits; Q61143;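 active means B-score of the integrated fluorescence ratio above library mean plus 3 SD, and starting fluorescence ratio within library mean plus 5 SD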;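 further: higher score means more depolarization so channel activation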
RGS4 pot – potentiators or activators of RGS4; HEK293 M3R/inducible RGS4, carbachol calcium flux Fluo4; stronger effect = lower value; B-score at 10 µM; AID 463111; 310,000 compounds, 0.92% hits;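 active means B-score of the integrated calcium signal more than 4 SD below the library mean, with starting fluorescence not abnormally high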;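 further: negative B-score means reduced calcium response which marks RGS4 activation or potentiation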
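test system = HEK293 cells with stable M3R and inducible RGS4 | schedule = recording 10 s baseline at 1 Hz, 100 s post-agonist | technique = Fluo4-AM (2 µM) calcium-flux fluorescence, kinetic read | measure = Agonist-evoked peak-minus-minimum fluorescence over baseline, integrated ratio, B score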
HIF act – HIF pathway transcriptional activation | 300,000 compounds, 0.32% hits | activation, % at 7.5 µM (by protocol) | U2OS HRE-luciferase reporter, luminescence; normalized: DMSO 0%, desferrioxamine 100%;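 active means mean activation of at least 10% of the iron chelator positive control signal, with at least half of replicates also reaching 10%; inconclusive means mean and replicate majority disagree about reaching 10%; inactive means mean and most replicates under 10%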
TRPC4 inh – TRPC4 (mouse) channel inhibition | Q9QUQ5 | HEK293 TRPC4beta/mu-opioid, DAMGO-evoked Fluo4 calcium flux; stronger effect = lower value | B-score at 10 µM | 300,000 compounds, 0.39% hits | AID 2247;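 active means B-score over 3 SD under the library average, no early fluorescence shift, positive overall ratio signal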
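Assay system: HEK293 cells with stable TRPC4beta plus mu-opioid receptor expression. Dosing: single dose. Measured by: Fluo4 Ca2+ flux fluorescence. Also added: DAMGO in two steps, submaximal then maximal. Read-out: B score from integrated Fluo4 fluorescence ratio.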
MrgX1 antagonist – blocks BAM8-22 activation of human MrgX1 receptor; B-score at 10 µM; Q96LB2; MRGX1-HEK293 calcium flux, Fluo-4, BAM8-22 antagonism; stronger effect = lower value; 310,000 compounds, 1.3% hits; AID 588676;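 active means calcium-response B-score plate-corrected more than 3 library SD below zero, starting fluorescence within 5 deviations, no agonist response on first addition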;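 further: peak minus trough fluorescence over baseline after final BAM8-22 challenge near maximal dose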
RGS4 inh – human RGS4 inhibition | P49798 | HEK293 M3R/RGS4 inducible, Fluo-4 calcium flux; stronger effect = higher value; triggered by carbachol at its EC20 | B-score at 10 µM | 310,000 compounds, 0.45% hits;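 active means B-score, a plate-corrected calcium signal, over three deviations above library mean, with baseline fluorescence within five deviations of library mean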;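 further: RGS4 expression induced by doxycycline in cells with stable M3 receptor; B-score is computed from the integrated fluorescence ratio over baseline after carbachol; higher B-score means a larger calcium signal and so more RGS4 inhibition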
Target sequence (P49798 whole entry, looked up): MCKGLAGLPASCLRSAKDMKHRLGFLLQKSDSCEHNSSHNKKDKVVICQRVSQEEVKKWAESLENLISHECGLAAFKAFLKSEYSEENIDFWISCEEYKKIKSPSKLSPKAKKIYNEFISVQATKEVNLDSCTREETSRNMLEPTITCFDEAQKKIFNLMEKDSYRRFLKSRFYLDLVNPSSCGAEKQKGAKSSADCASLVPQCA
* marks the source's active call; other numbers are inactive results; i = inactive; ? = inconclusive; / = no result given.

SMILES | MrgX1 allo act | Platelet DG rel | TRPC6 inh | MrgX1 ag | SKKanGAS inh | TRPC6 act | RGS4 pot | HIF act | TRPC4 inh | MrgX1 antagonist | RGS4 inh
O=C(NCCN1CCCC1)c1ccc2c(c1)N(Cc1ccccc1)C(=O)c1ccccc1S2(=O)=O | i | 4.9 | i | i | 0.6 | i | i | 0.3 | i | i | i
CCN(C(=O)COC(=O)c1ccccc1SCC(=O)NC1CCCCCCC1)C1CCS(=O)(=O)C1 (centres undefined) | i | -0.5 | i | i | 2.9 | i | i | 0.9 | i | i | i
C=CCn1c(SCc2cc(C(C)=O)ccc2OCC)nc2ccccc2c1=O | i | -4.8 | i | i | 0.4 | i | i | -1.1 | i | i | i
COc1ccccc1Nc1nc2cc(C)ccc2cc1C#N | i | -0.5 | i | i | -19.4 | i | i | 0.2 | i | i | i
COc1ccc(N2CCN(C(CNC(=O)C(=O)NCc3cccnc3)c3ccco3)CC2)cc1 (centres undefined) | i | 0.7 | i | i | -1.7 | i | i | -0.1 | i | i | i
COc1ccccc1N(CC(=O)NCc1ccco1)S(C)(=O)=O | i | 5.8 | i | i | 2.1 | i | i | 0.3 | i | i | i
O=C(Nc1ccc(N2CCOCC2)c(Cl)c1)c1cccnc1 | i | 4.5 | i | i | -1.7 | i | i | 1.6 | i | i | i
c1ccc2c(c1)[nH]c1nc3nncn3nc12 | i | 5.8 | i | i | -0.3 | i | i | 0.3 | i | i | i
O=C(COC(=O)C1CC(O)CN1S(=O)(=O)c1ccc(Cl)cc1)c1ccccc1 (centres undefined) | i | 9.1 | i | i | 19.5 | i | i | -0.1 | i | i | i
O=C(NCCN1CCCCCC1)c1ccc(CS(=O)(=O)c2ccc(Br)cc2)o1 | i | 1.3 | i | i | -4.1 | i | i | 0.1 | i | i | i
O=C(CSc1nc2c(sc3ccccc32)c(=O)n1Cc1ccco1)NCC1CCCO1 (centres undefined) | i | -0.4 | i | i | -0.8 | i | i | -0.6 | i | i | i
Cc1ccc(-c2csc3ncnc(N4CCc5ccccc5C4)c23)cc1 | i | -12.3 | i | i | 23.5 | i | i | 0.9 | i | i | i
C/C(=N\NC(=O)CSc1nc(C)cc(C)n1)c1cccs1 | i | -5.4 | i | i | -12.7 | i | i | -0.1 | i | i | i
CCS(=O)(=O)Nc1ccc(C(=O)CC2(O)C(=O)Nc3ccc(Br)cc32)cc1 (centres undefined) | i | -3.2 | i | i | -1.8 | i | i | -0.6 | i | i | i
COc1cccc(N2CCN(CC(=O)NCc3cccs3)CC2)c1 | i | 4.9 | i | i | 9.7 | i | i | -32.1 | i | i | i
COc1cc(C(C2C(=O)CC(C)(C)CC2=O)C2C(=O)CC(C)(C)CC2=O)ccc1O | i | -5.2 | i | i | -2.3 | i | i | -13.1 | i | i | i
CN(c1ccccc1)S(=O)(=O)c1ccc(C(=O)NCC2CCCO2)cc1 (centres undefined) | i | 1.7 | i | i | 4.7 | i | i | -3.2 | i | i | i
CCOC(=O)c1sc2nc(C)nc(Nc3ccccc3)c2c1C | i | -0.5 | i | i | -1.4 | i | i | -0.2 | i | i | i
COc1cc(/C=C2/N=C(c3ccccc3F)OC2=O)cc(Cl)c1OS(C)(=O)=O | i | 3.8 | i | i | 0.0 | i | i | -0.4 | / | i | i
CN(C(=O)CSc1nc2ccccc2s1)c1c(N)n(Cc2ccccc2)c(=O)[nH]c1=O | i | 5.0 | i | i | -7.1 | i | i | -41.1 | i | i | i
Cn1c(SCc2cccc(Br)c2)nnc1-c1ccncc1 | i | 2.0 | i | i | -0.4 | i | i | -0.2 | i | i | i
CCCn1c2ccccc2c2cnn(CC(=O)NC3CCN(Cc4ccccc4)CC3)c(=O)c21 | i | -10.6 | i | i | 3.4 | i | i | -0.2 | i | i | i
Cc1c(Cl)cccc1NC(=O)NCc1ccc(F)cc1 | i | 3.7 | i | i | 13.4 | i | i | 0.6 | i | i | i
CC(C)N1CCC2(CC1)Oc1ccc(Br)cc1C1CC(c3cccnc3)=NN12 (centres undefined) | i | 9.6 | i | i | -0.9 | i | i | 0.3 | i | i | i
CCOc1ccc(S(=O)(=O)N2CCOCC2)cc1NC(=O)CN1C(=O)NC(CC)(c2ccccc2)C1=O (centres undefined) | i | 6.4 | i | i | 20.4 | i | i | 0.0 | i | i | i
COC(=O)Cc1c(C)c2ccc(OCC(=O)N3CCC(C)CC3)c(C)c2oc1=O | i | ? | i | i | 2.9 | i | i | 0.7 | i | i | i
CC(C)N(CCCNC(=O)C1CCN(S(=O)(=O)N2CCOCC2)CC1)Cc1ccccc1 | i | 6.7 | i | i | 0.4 | i | i | -0.2 | i | i | i
Cc1nc(N2CCOCC2)c2c(C)c(C(=O)Nc3ccccc3Cl)sc2n1 | i | 1.3 | i | i | 0.4 | i | i | -0.3 | i | i | i
CC1(C)Cc2nc3nc(SCC(=O)NCCc4ccccc4)n(-c4ccccc4)c(=O)c3cc2CO1 | i | 3.1 | i | i | 4.7 | i | i | 0.0 | i | i | i
O=C(CSc1nccn1-c1ccccc1)N1CCc2ccccc21 | i | 5.6 | i | i | -1.7 | i | i | 1.2 | i | i | i
COc1ccc(C(=O)Nc2nc3ccc4nc(C)sc4c3s2)cc1 | i | -11.8 | i | i | -2.2 | i | i | 0.0 | i | i | i
Cc1ccc(OCCNC(=O)c2cc(=O)[nH]c3ccccc23)cc1 | i | -21.0 | i | i | -3.6 | i | i | 0.0 | i | i | i
OC(COc1ccccc1Cl)CN1CCN(CC(O)COc2ccccc2Cl)CC1 (centres undefined) | i | 0.8 | i | i | 7.6 | i | -7.71* | 0.0 | i | i | i
O=[N+]([O-])c1cccc(/C=N\N2CCN(c3ccc(Cl)cc3)CC2)c1 | i | / | i | i | / | i | i | / | i | i | i
CC(c1ccon1)N(C)C(=O)c1ccc2nc(Cc3cccc(Cl)c3)oc2c1 (centres undefined) | i | -4.8 | i | i | 3.9 | i | i | 0.3 | i | i | i
C=CCNc1nc(C(=O)OCC(=O)NCc2ccccc2OC)cs1 | i | -17.5 | i | i | -12.7 | i | i | 0.1 | i | i | i
COCCN1C(=O)c2oc3c(C)cc(C)cc3c(=O)c2C1c1cccc(O)c1 (centres undefined) | i | 7.2 | i | i | -3.1 | i | i | -0.5 | i | i | i
COc1ccccc1CC(=O)NCCc1ccccc1 | i | / | i | i | -2.5 | i | i | -1.1 | i | i | i
COc1ccc(Cn2c(=S)[nH]c3cc(OC)c(OC)cc3c2=O)cc1 | i | -36.4 | i | i | -2.8 | i | i | -0.2 | i | i | i
COC1CCCN(C(=O)c2ccc3oc(Cc4ccc(Cl)cc4)nc3c2)C1 (centres undefined) | i | -3.4 | i | i | -3.8 | i | i | -0.3 | i | i | i
NC(=O)CSc1nnc2ccc(-c3ccc(F)cc3)nn12 | i | 26.9 | i | i | 3.8 | i | i | 0.0 | i | i | i
Cn1c(=O)c2cc(S(=O)(=O)N3CCOCC3)ccc2n(C)c1=O | i | -5.1 | i | i | -2.5 | i | i | -0.1 | i | i | i
CC(NC(=O)CN(C)S(=O)(=O)c1cnc[nH]1)c1ccccc1 (centres undefined) | i | 7.6 | i | i | 7.1 | i | i | -1.3 | i | i | i
COc1ccc(NC(=O)OCCn2c([N+](=O)[O-])cnc2C)cc1 | i | 0.0 | i | i | -4.2 | i | i | 0.0 | i | i | i
COc1cccc(-c2cc(C(=O)N3CCOCC3)no2)c1 | i | -0.8 | i | i | -13.6 | i | i | 0.5 | i | i | i
CCN(CC)C(=O)COc1ccc2oc(-c3ccco3)cc(=O)c2c1 | i | -2.4 | i | i | -16.2 | i | i | 1.1 | i | i | i
COC(=O)C1=C(C)N(C(C)C)C(=O)C1(NC(=O)C1CCCCC1)C(F)(F)F (centres undefined) | i | -2.7 | i | i | -2.6 | i | i | -0.3 | i | i | i
CC(C)c1ccc(C(=O)NNC(=O)c2ccncc2)cc1 | i | -30.4 | i | i | -1.9 | i | i | 0.3 | i | i | i
COc1ccc(NC(=O)C2CCN(S(C)(=O)=O)CC2)cc1OC | i | 1.5 | i | i | 1.2 | i | i | 1.2 | i | i | i
CC(=NCc1ccco1)C1=C(O)c2ccccc2C1=O | i | -0.4 | i | i | 14.0 | i | i | 1.5 | i | i | i
COc1ccc(NC(=S)N(CCCN2CCCC2)Cc2ccco2)cc1 | i | 4.2 | i | i | 2.6 | i | i | 0.3 | i | i | i
Brc1ccccc1C1CC(c2ccccc2)=Nc2ccccc2N1 (centres undefined) | i | 5.3 | i | i | 28.3 | i | i | 2.3 | i | i | i
O=c1c2[nH]c3ccc(F)cc3c2ncn1C1CCCCC1 | i | 12.4 | i | i | -4.4 | i | i | 1.8 | i | i | i
CC(C)(C)c1ccc(OCC(=O)N/N=C/c2cc(Br)ccc2OC(=O)c2ccco2)cc1 | i | 9.5 | i | i | 13.4 | i | i | 0.1 | i | i | i
Cc1ccc(NC(=O)c2ccc3[nH]c(=O)c(=O)[nH]c3c2)nc1 | i | -1.0 | i | i | -4.5 | i | i | 0.1 | i | i | i
O=C(c1ccccc1)c1c[nH]c(C(=O)C(Cl)(Cl)Cl)c1 | i | 0.0 | i | i | -4.2 | i | i | 0.5 | i | i | i
COc1ccc(C)cc1-n1nnnc1SCn1nnc2ccccc2c1=O | i | -2.1 | i | i | 0.4 | i | i | -1.5 | i | i | i
O=C(COc1ccc(F)cc1)N(CC1=CCS(=O)(=O)C1)c1ccccc1 | i | -7.8 | i | i | -2.3 | i | i | -0.8 | i | i | i
CCOc1ccccc1N(CC(=O)Nc1ccc(S(=O)(=O)N2CCOCC2)cc1)S(=O)(=O)c1ccccc1 | i | -3.1 | i | i | 6.5 | i | i | -0.8 | i | i | i
CN1CCN(CC(O)COC(c2ccc(Cl)cc2)c2ccc(Cl)cc2)CC1 (centres undefined) | i | 4.6 | i | i | 1.3 | i | i | -3.9 | i | i | i
O=C(COC(=O)C1CCN(c2ccc(C(F)(F)F)cn2)CC1)Nc1cc(F)ccc1F | i | 6.1 | i | i | -3.3 | i | i | -0.3 | i | i | i
COCCNC(=O)c1ccc(NC(=O)C2(c3ccccc3)CCCC2)cc1 | i | 5.3 | i | i | 3.9 | i | i | -0.1 | i | i | i

Not a hit list (roughly 6.1% active in at least one column).
